Bioassay records from PubChem.
CHOP inhibitor: inhibitors of CHOP promoter induction, primary screen, cell-based, unfolded protein response, luciferase reporter; inhibition, % at 10 µM; AID 2732, 2010; hit rate 3.8% among 220,000; CHO-K1 CHOP-promoter luciferase, tunicamycin-induced, 15-18 h;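 active means compounds that reduced the stress-induced luciferase reporter signal by more than about 70% of percent inhibition, limit read from the data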;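 further: 0% = tunicamycin plus vehicle and 100% = wells without tunicamycin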
PPC-1+TRAIL kill: compounds killing PPC-1 cancer cells with TRAIL present, primary screen, TRAIL potentiator project, ATPLite luminescence, uHTS; PPC-1 cells + TRAIL, ATPLite viability luminescence; cell killing (% activity), % at 4 µM; hit rate 0.41% among 220,000; AID 1443, 2008;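 active means cell killing above 50% in the first pass at 4 µM, then a duplicate retest at 5 µM averaging 50% or more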;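 further: plate controls were cells with TRAIL plus DMSO for no effect and medium-only wells lacking cells for full effect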
TNF necrop inh: inhibitors of TNF-alpha triggered necroptosis, primary screen, cell-based, Jurkat FADD-/-, single concentration; Jurkat FADD-/- TNF necroptosis rescue, ATP luminescence, 24 h; 0 = TNF only, 100 = no-TNF cells; activation (protection from cell death), % at 10 µM; hit rate 0.068% among 220,000;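 active means activation, meaning protection from cell death, of at least 50% relative to plate controls; inactive means activation below 50%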;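 further: necroptosis triggered by 40 ng/mL TNF-alpha added together with compound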
zfTRPN1 agonist: zebrafish TRPN1 channel agonists, primary screen, cell-based, HEK293, calcium fluorescence. AID 1424, 2008. transient receptor potential cation channel N1 (TRPN1/NompC), Danio rerio. hit rate 0.18% among 220,000. activation, % at 3 µM. HEK293 zebrafish TRPN1-YFP, Fluo-8 calcium fluorescence; 100% = response to 87 µM carbachol;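 active means activation above its plate's cutoff, the mean activation of test wells on that plate plus 3 SD, cut at about 19% in these data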;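 further: 0% = DMSO alone and 100% = 87 µM carbachol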
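Material: zebrafish TRPN1-YFP in HEK293 cells. Doses: one dose of 3 µM, 0.3% DMSO. Incubation: dye 1 h 37 °C plus 30 min RT. Measured by: intracellular calcium fluorescence with Fluo-8.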
MDM2 E3 inh: MDM2-luciferase reporter signal enhancers, primary screen, MDM2 E3 ligase inhibitor project, cell-based, luminescence, 1536-well; E3 ubiquitin-protein ligase Mdm2 (Homo sapiens), Q00987; cell-based MDM2 ubiquitination luciferase reporter, 2 h; 0 = plate control, 100 = twice control, blank-subtracted; signal enhancement, % at 5 µM; hit rate 0.11% among 210,000; AID 1230, 2008;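 active means signal enhancement of 30% or more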;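 further: luminescence tracks abundance of the self-degrading MDM2-luciferase fusion protein; higher signal means inhibition of MDM2 E3 ligase activity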
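Timing – 2 h compound exposure at 37 °C · Assay system – mammalian cells stably expressing self-ubiquitinating, self-degrading MDM2 E3–luciferase fusion · Amount – 2000 cells seeded into each well · Measure – % luminescence enhancement versus blank-corrected plate control mean · Measured by – SteadyLite luminescence, 15 min reagent step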
Runt-SMMHC FRET: inhibitors of RUNX1 Runt–CBFb-SMMHC binding, primary screen, biochemical, FRET, Cerulean-Runt, Venus-CBFb-SMMHC, uHTS; Cerulean-Runt/Venus-CBFb-SMMHC FRET ratio 530/480, 1 h; inhibition, % at 20 µM; hit rate 0.74% among 220,000;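 active means mean inhibition across duplicate retests at 20 µM reaching about 50%, limit read from the data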;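 further: 0% = DMSO wells and 100% = wells with excess untagged CBFb-SMMHC; inhibitors lower the FRET ratio by blocking Runt binding to CBFb-SMMHC; some results filed as inactive read as strong as hits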
Target sequence (Q01196 whole entry, looked up): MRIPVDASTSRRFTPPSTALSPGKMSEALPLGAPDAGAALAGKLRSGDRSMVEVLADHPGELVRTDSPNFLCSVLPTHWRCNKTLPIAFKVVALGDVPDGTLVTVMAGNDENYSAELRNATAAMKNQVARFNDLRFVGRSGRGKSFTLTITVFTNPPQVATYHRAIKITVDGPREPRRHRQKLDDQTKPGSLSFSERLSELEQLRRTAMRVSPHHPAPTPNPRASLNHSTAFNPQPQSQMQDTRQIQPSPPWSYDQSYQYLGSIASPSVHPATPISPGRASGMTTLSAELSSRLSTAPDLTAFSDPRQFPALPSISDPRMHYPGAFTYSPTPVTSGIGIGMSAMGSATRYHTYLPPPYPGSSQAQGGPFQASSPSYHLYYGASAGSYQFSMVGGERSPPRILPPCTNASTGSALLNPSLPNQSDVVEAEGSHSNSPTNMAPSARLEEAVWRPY
Target sequence (Q13951 whole entry, looked up): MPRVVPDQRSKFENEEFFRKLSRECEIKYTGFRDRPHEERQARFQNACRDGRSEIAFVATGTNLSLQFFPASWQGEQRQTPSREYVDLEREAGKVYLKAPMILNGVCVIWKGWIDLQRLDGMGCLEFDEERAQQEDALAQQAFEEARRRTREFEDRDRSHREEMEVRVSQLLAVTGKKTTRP
EBV gp42 block: Epstein-Barr virus gp42 inhibitors, primary screen, biochemical, uHTS, fluorescence polarization | Glycoprotein 42 (Epstein-Barr virus (strain AG876)), Q1HVG2 | Fluorescence polarization binding assay, mP read-out | inhibition, % (tested at 21.74 µM) | hit rate 0.42% among 220,000; in the data active means inhibition above about 50%
Target sequence (Q1HVG2 whole entry, looked up): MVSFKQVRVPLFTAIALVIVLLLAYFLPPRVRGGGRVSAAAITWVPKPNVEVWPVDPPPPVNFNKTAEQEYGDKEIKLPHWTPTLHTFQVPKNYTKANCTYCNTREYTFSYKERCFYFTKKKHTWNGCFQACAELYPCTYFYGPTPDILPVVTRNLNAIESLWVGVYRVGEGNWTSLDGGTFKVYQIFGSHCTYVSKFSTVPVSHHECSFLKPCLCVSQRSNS
p47phox inh: p47phox/p22phox peptide binding inhibitors, primary screen, biochemical, uHTS, NADPH oxidase regulatory subunit; Neutrophil cytosol factor 1 (Homo sapiens), P14598; fluorescence polarization, 2 h; inhibition, % at 24.7 µM; hit rate 0.53% among 220,000;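 active means inhibition above about 30%, limit read from the data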;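 further: 0% = p47phox with labelled peptide and 100% = labelled peptide alone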
TRPML3 ag: human TRPML3 channel agonists, primary screen, cell-based, HEK293 TRPML3-YFP, Fluo-8 calcium fluorescence, 3 µM | 100% = the carbachol control signal | hit rate 0.29% among 220,000 | activation, % at 3 µM;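 active means activation above its plate's cutoff, the mean activation of the plate's test wells plus 3 SD, cut at about 12% in these data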;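 further: 0% = DMSO only wells and 100% = carbachol wells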
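Material: HEK293 cells stably carrying human TRPML3-YFP; compound dosing: single dose, 3 µM final nominal compound, 0.3% DMSO final; incubation: 1-h 37 °C dye load, 5-s basal, 120-s post-compound reads; technique: Fluo-8 intracellular calcium fluorescence, excitation 470-495 nm, emission 515-575 nm; read-out basis: percent activation from peak-to-basal fluorescence ratio, scaled between DMSO and carbachol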
* hit, by the source's call; / = not tested or not shown.

SMILES	CHOP inhibitor	PPC-1+TRAIL kill	TNF necrop inh	zfTRPN1 agonist	MDM2 E3 inh	Runt-SMMHC FRET	EBV gp42 block	p47phox inh	TRPML3 ag
Cc1ccc(S(=O)(=O)N(CC(=O)O)Cc2ccccc2)cc1	23	-2	-0.2	-0.2	18	6	-31	-15	0.9
COc1cc(/C=N\NC(=O)OC(C)(C)C)ccc1OC(=O)c1ccco1	16	-5	0.6	0.6	-7	-1	-2	-1	0.1
Cc1cccc(NC(=O)CSc2ccc(C(N)=O)cc2[N+](=O)[O-])c1C	37	19	1.9	-0.3	3	-7	-31	0	0.9
Cc1ccc(/C=N/NC(=O)c2nnn(-c3nonc3N)c2CSc2ccc(Cl)cc2)cc1	2	/	-2.0	0.1	-10	2	6	-9	0.4
CCOC(=O)c1ccc(NC(=O)CCc2nc(-c3ccc(Cl)cc3)no2)cc1	73*	1	1.3	-0.6	3	-4	-19	-5	-0.1
CCOC(=O)c1ccc(N/N=C/c2cc(Br)cc([N+](=O)[O-])c2O)cc1	44	27	-3.4	0.8	-9	-26	2	3	0.4
C/C(=N\Nc1nc(Nc2ccccc2)nc(N2CCOCC2)n1)c1cccs1	-17	25	4.7	-0.3	1	-1	6	-3	-0.6
CCCCC(=O)NCCNC(=O)c1cc(OCC(F)(F)F)ccc1OCC(F)(F)F	34	17	-1.6	-0.5	-1	0	-10	-8	-0.3
COC(=O)C1=C(C)N(C)C(C)=C(C(=O)OC)C1c1ccccc1C	12	30	-10	-2.8	-9	1	5	0	-1.7
Cc1ccc(C)c(NC(=S)c2ccc3ccccc3n2)c1	-38	14	1.7	1.5	/	-1	-6	0	0.5
Cn1c2c(c(=O)n(C)c1=O)C(NC(=O)c1ccco1)(C(F)(F)F)C(=O)N2 (configuration not stated)	7	-4	0.9	1.0	-2	4	-33	-8	1.4
COc1ccc2ccccc2c1C(=O)/C=C\c1ccoc1	-32	25	1.6	0.2	-25	-8	-6	-9	-0.5
O=C(c1ccccc1F)N1CCN(c2ncccn2)CC1	-21	23	0.3	0.0	2	-4	-17	-13	-0.6
CC(=O)c1cccc(NC(=O)CN2C(=O)C3C4C=CC(C4)C3C2=O)c1 (configuration not stated)	12	10	1.0	2.0	-11	-6	-4	-10	0.2
COc1ccc(C2CC(=O)c3cnc(N4CCc5ccccc54)nc3C2)cc1OC (configuration not stated)	6	5	0.5	0.1	-9	-3	-11	4	0.8
CC(C)(C)c1ccc(COn2ccnc2)cc1	1	6	1.4	-1.6	-4	1	2	-6	-0.3
Cc1cc(-c2nnc(CCC(=O)N(C)CCc3ccccc3)o2)no1	-10	29	0.7	0.3	-2	-2	-3	4	0.2
CCOc1cc(C=O)cc(Br)c1OCC(=O)NCCc1ccccc1	-6	4	-1.7	0.8	-7	0	-5	-9	-0.2
O=C(O)/C=C/C(=O)N1CCN(S(=O)(=O)c2cc(C(F)(F)F)ccc2Cl)CC1	-5	20	0.1	0.6	-9	1	-5	-13	1.1
Nc1ccc(C23CC4CC(CC(O)(C4)C2)C3)cc1	12	18	-4.2	1.7	-27	-5	-21	-14	0.1
C#CCOCCOCCOCCNc1nc(N2CCN(C(=O)[C@H](CCCCN)n3cc([C@@H](N)CO)nn3)CC2)nc(N2CCN(C(=O)[C@H](Cc3ccc(O)cc3)n3cc([C@@H](N)CC(C)C)nn3)CC2)n1	-6	9	0.2	1.3	/	0	-7	/	0.3
O=C(Cn1cnc2c(nnn2-c2cccc(Cl)c2)c1=O)N1CCCC1	15	-13	-1.0	-0.3	-4	2	-16	-2	-0.1
CCC(C)(C)NC(=S)Nc1ccccc1C	-5	4	-0.4	0.5	-89	-1	4	-5	0.7
O=C(Cn1[nH]c(=O)c2ccccc2c1=O)OCC(=O)N1CCCc2ccccc21	14	0	0.5	0.0	-11	-2	-22	-19	0.1
COc1cc(C(=O)OCC(=O)Nc2c(F)c(F)c(F)c(F)c2F)cc(OC)c1OC	-2	-26	-1.3	0.8	-6	1	-5	-5	0.3
COc1ccc(CCNC(=O)CCN2C(=O)C(C)Oc3ccc(C)cc32)cc1OC (configuration not stated)	12	0	-3.1	1.4	-7	-1	-28	-14	0.5
COc1ccccc1NC(=O)COn1nnc2ccc(S(=O)(=O)N3CCOCC3)cc21	-1	5	0.0	-0.3	-6	13	-15	-7	0.7
O=C(CSc1nc(-c2ccc(F)cc2)cs1)NC(=O)NCc1ccco1	0	25	0.0	0.1	-8	4	-8	-9	0.0
Cc1ccccc1OCC(=O)Nc1ccc(N2CCN(C(=O)C(C)C)CC2)c(Cl)c1	/	14	-6.5	5.5	-12	-4	-8	-4	2.2
O=C(/C=C\c1ccco1)Oc1cccc2cccnc12	-5	-9	-7.5	-1.0	-25	-4	2	-3	-0.3
O=C(O)C1CC(c2cccc(Br)c2)=NO1 (configuration not stated)	22	14	-0.5	0.8	-3	-1	-18	-14	0.3
Cn1ccnc1SCC(=O)Nc1ccccc1	21	17	1.0	0.3	0	3	-8	-2	1.0
O=c1c(OC2OC(CO)C(O)C(O)C2OC2OC(CO)C(O)C(O)C2O)c(-c2ccc(O)cc2)oc2cc(O)cc(O)c12 (configuration not stated)	-33	-9	0.0	/	-65	0	-21	12	/
O=C(NCc1cn(-c2ccccc2)nc1-c1ccc(F)cc1)c1cccc([N+](=O)[O-])c1	52	-5	1.5	-0.7	-8	2	-12	-9	1.2
c1ccc(Sc2cccc3ccccc23)c(CNC2=NCCN2)c1	6	20	2.0	-1.3	-27	10	-52	-24	0.7
FC(F)C(F)(F)C(F)(F)C(F)(F)c1cc(-c2ccccc2)n[nH]1	106*	12	3.4	1.0	-20	0	-7	1	2.3
O=c1c2ccccc2n(Cc2cccc(F)c2)c(=O)n1C1CCCC1	82*	-4	3.8	-0.9	7	-3	-9	-9	-0.1
Cc1ccc(-c2nnc3c4ccccc4c(C)nn23)cc1S(=O)(=O)N1CCN(CCO)CC1	14	8	-2.4	1.1	3	-4	-8	-1	0.7
Cn1c(=O)c2cc(S(=O)(=O)NCCC(=O)NC3CCCCCCC3)ccc2n(C)c1=O	21	0	-1.8	-0.3	16	0	-11	-2	-1.0
CCCc1nnc(NC(=O)c2cc(OC)cc(OC)c2)s1	26	27	1.7	-1.1	-14	2	-5	4	-1.0

One compound at a time (already shown). Values in the order: CHOP inhibitor, PPC-1+TRAIL kill, TNF necrop inh, zfTRPN1 agonist, MDM2 E3 inh, Runt-SMMHC FRET, EBV gp42 block, p47phox inh, TRPML3 ag
O=C(O)C1CC(c2cccc(Br)c2)=NO1 (configuration not stated) as listed: 22, 14, -0.5, 0.8, -3, -1, -18, -14, 0.3
c1ccc(Sc2cccc3ccccc23)c(CNC2=NCCN2)c1 as listed: 6, 20, 2.0, -1.3, -27, 10, -52, -24, 0.7

Continued.
SMILES	CHOP inhibitor	PPC-1+TRAIL kill	TNF necrop inh	zfTRPN1 agonist	MDM2 E3 inh	Runt-SMMHC FRET	EBV gp42 block	p47phox inh	TRPML3 ag
COC(=O)C(CC(C(=O)OC)C(=O)OC)C(=O)OC	5	35	-1.5	0.3	14	-2	-18	-10	-0.2
Cc1nnc(NC(=O)c2ccc(-c3cccc(C(F)(F)F)c3)o2)s1	12	-1	-0.1	-0.3	-23	5	-15	-9	0.7
COCCCNC(=O)COc1ccc(Cl)c(C)c1	4	-1	-0.7	2.1	0	1	-10	4	1.1
CCn1c(Cc2ccccc2)nnc1SCc1cccc(C(=O)O)c1	31	19	0.7	-0.2	-10	2	-22	6	0.3
Cc1ccc(O)c(C(=O)c2cc(C#N)c(=O)n(-c3c(C)n(C)n(-c4ccccc4)c3=O)c2)c1	-14	-26	-0.7	1.4	5	-14	-5	-12	0.2
COc1ccc(NC(=O)CCCC(=O)O)cc1Cl	-3	22	0.9	0.8	-9	-1	0	11	1.0
CCN(CC)C(=O)CSCC(=O)Nc1ccccc1	6	13	-0.5	-0.6	-18	23	-1	-12	0.2
COc1ccccc1-c1c(C)nn2c(-c3ccccc3)cc(C)nc12	25	6	-1.9	-3.3	-5	-1	-9	0	-1.9
Cc1sc(NC(=O)c2ccccc2)c(C(c2ccc(Cl)cc2)N2CCN(CCO)CC2)c1C (configuration not stated)	104*	22	2.4	-0.1	-2	1	9	-11	1.6
Cc1ccc(-c2noc(C3CCN(S(C)(=O)=O)CC3)n2)o1	-35	10	0.5	0.7	-12	3	-11	-6	1.1
CCN(CC)CCOC(=O)C1c2ccccc2Oc2ccccc21	10	1	0.2	0.1	-18	-3	-1	-11	-1.2
Cc1ccc(-c2[nH]nc(N)c2N=Nc2ccccc2C)cc1	60	5	0.9	-0.3	-4	-7	-26	-20	0.4
Cc1ccc2cc(CN(C(=O)c3cccs3)c3ccccc3)c(=O)[nH]c2c1	28	3	1.6	0.4	-12	-1	-9	-10	-0.9
CC1CCCN(C(=O)C2CCC(CNc3c(N4CCCCC4)c(=O)c3=O)CC2)C1 (configuration not stated)	-21	10	5.8	3.0	-10	0	-23	-7	0.2
Cc1ccccc1N=C/C=C1/C=C(c2ccccc2)OC(C)(C)O1	16	9	-6.2	-0.9	1	2	-9	9	-0.2
CN(C)c1nc(N)nc(CSc2ncc(Cl)cc2Cl)n1	55	6	-3.3	-1.2	-26	-4	-7	-7	-0.7
Nc1nc(CSCCO)nc(Nc2ccccc2)n1	30	7	-1.2	-0.6	3	0	-1	-6	0.5
Cc1ccccc1NC(=O)CC(O)(C(F)(F)F)C(F)(F)F	10	-12	-5.7	0.8	-23	-2	-6	-6	0.9
O=c1cc(-c2ccccc2)nc2cc(-c3ccco3)[nH]n12	-14	26	-2.5	0.5	-17	-1	-42	-5	-0.1
CC1CCN(C(=O)c2[nH]cnc2C(=O)N[C@@H](CCCCNC(=O)OC(C)(C)C)C(=O)OC(C)(C)C)CC1	3	10	1.9	/	8	-4	-20	-12	/
O=c1c2ccccc2nc2c3ccccc3c(NCc3ccccn3)nn12	28	11	0.3	-0.1	-18	-2	-2	-2	1.1
CC1CC(C)CN(C(=O)C(Cc2ccccc2)n2cccc2)C1 (configuration not stated)	4	7	0.6	-1.2	-6	-1	3	2	-0.6
